TbMetRS inhib = T. brucei MetRS inhibitors, primary screen, biochemical, luminescence | hit rate 0.4% among 360,000 | purified T. brucei MetRS, ATP depletion, Kinase-Glo luminescence | AID 624268, 2012 | inhibition, % at 11.9 µM;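 active = inhibition above a per-plate cutoff of the control wells' mean inhibition plus 3 SD, cut at about 5.5% in these data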;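 note: 0% = DMSO wells median and 100% = median of wells with control inhibitor compound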
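Material: T. brucei methionyl-tRNA synthetase, purified; reagent: substrates ATP, L-methionine and bulk Escherichia coli tRNA; dosing: 11.9 µM single point; timing: 15 min plus 2 h at 25 °C; detection: luminescence of leftover ATP; evaluation: % inhibition; control set: DMSO-only wells as low control; replicates: singlicate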
CSN deneddyl inh = inhibitors of CSN-mediated cullin deneddylation, primary screen, biochemical, fluorescence polarization, uHTS. Purified CSN, SCF-Nedd8-OG deneddylation. AID 651999, 2013. hit rate 0.38% among 360,000. COP9 signalosome complex subunit 5 (Homo sapiens), Q92905. inhibition, % at 12.5 µM;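 active = pattern-corrected inhibition above about 35%, with an unprinted fluorescence ratio check between 0.5 and 1.5, limit read from the data, passing the limit was not always enough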;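 note: 0% = enzyme with substrate and 100% = substrate without enzyme; some results filed as inactive read as strong as hits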
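Material: purified human Csn5 enzyme expressed in HEK293T cells / Medium: Tris buffer pH 7.5, NaCl, DTT, Tween-20, trehalose, ovalbumin / Compound dosing: 12.5 µM single point / Schedule: 90 min incubation of compound, enzyme and substrate at room temperature / Signal: fluorescence polarization of the substrate / Control set: no-enzyme wells high, enzyme-with-substrate wells low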
NadD block = inhibitors of S. aureus NadD, primary screen, biochemical, colorimetric, uHTS. inhibition, % at 20 µM. purified NadD enzyme, colorimetric absorbance read-out. hit rate 0.78% among 360,000; in the data active = inhibition above about 26%; note: some compounds past the cut are filed as inactive
MLLE-PAM2 inh = inhibitors of PABP1 MLLE–PAM2 peptide binding, primary screen, biochemical, fluorescence polarization, FITC-PAM2, GST-MLLE | Polyadenylate-binding protein 1 (Homo sapiens), P11940 | inhibition, % at 20 µM | hit rate 0.36% among 360,000; in the data active = inhibition above about 35%, passing the limit was not always enough;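 note: plate controls were DMSO wells with GST-MLLE for no effect and wells lacking GST-MLLE protein for full effect; some results filed as inactive read as strong as hits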
Target sequence (P11940 whole entry, looked up): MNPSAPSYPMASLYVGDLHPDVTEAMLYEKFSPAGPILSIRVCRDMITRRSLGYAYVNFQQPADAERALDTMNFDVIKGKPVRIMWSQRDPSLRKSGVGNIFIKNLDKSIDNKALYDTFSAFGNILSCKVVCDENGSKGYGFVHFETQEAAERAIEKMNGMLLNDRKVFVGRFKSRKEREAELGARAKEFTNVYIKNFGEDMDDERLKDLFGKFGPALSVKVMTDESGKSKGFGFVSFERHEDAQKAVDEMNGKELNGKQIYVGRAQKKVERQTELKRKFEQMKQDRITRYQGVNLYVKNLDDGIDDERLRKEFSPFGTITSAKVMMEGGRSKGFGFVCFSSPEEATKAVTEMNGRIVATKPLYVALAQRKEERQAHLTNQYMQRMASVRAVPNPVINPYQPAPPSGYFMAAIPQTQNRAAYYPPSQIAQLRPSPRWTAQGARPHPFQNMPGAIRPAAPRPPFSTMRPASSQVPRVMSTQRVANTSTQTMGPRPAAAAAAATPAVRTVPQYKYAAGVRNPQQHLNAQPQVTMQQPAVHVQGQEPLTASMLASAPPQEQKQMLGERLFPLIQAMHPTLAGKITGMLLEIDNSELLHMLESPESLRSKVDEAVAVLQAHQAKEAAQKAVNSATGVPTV
Rpn11 inh = Rpn11 (PSMD14) deubiquitinase inhibitors, primary screen, biochemical, fluorescence polarization, uHTS | 26S proteasome non-ATPase regulatory subunit 14 (Homo sapiens), O00487 | human 26S proteasome, Ub4-pepOG fluorescence polarization; 20S core pre-blocked with epoxomicin | calls only at 20 µM | hit rate 0.59% among 360,000 | AID 588493, 2011;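 active = inhibition at 20 µM, scaled to each plate's controls, above about 33%, limit read from the data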
STEP inh = STEP phosphatase inhibitors, primary screen, biochemical, fluorescence intensity, uHTS | Tyrosine-protein phosphatase non-receptor type 5 (Homo sapiens), P54829 | recombinant STEP, OMFP fluorogenic substrate | inhibition, % at 20 µM | hit rate 0.25% among 360,000;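 active = inhibition at 20 µM, scaled per plate between control wells, above about 37%, limit read from the data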;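 note: 0% = DMSO with enzyme and substrate and 100% = substrate only without enzyme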
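Also added – OMFP at 25 µM · Test system – STEP tyrosine phosphatase · Technique – FITC-channel fluorescence of OMFP product · Schedule – 20 min at room temperature, dark · Evaluation – control-normalized % inhibition with plate pattern correction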
DNMT1 inh = human DNMT1 methyltransferase inhibitors, primary screen, biochemical, molecular beacon, fluorescence, HinP1I cleavage, uHTS | AID 588458, 2011 | hit rate 0.83% among 360,000 | inhibition (reported as % activation of signal), % at 10 µM; in the data active = inhibition above about 50%
LMPTP inh = LMPTP phosphatase inhibitors, primary screen, biochemical, fluorescence intensity, uHTS | Low molecular weight phosphotyrosine protein phosphatase (Homo sapiens), P24666 | recombinant LMPTP-A, OMFP fluorogenic substrate | inhibition, % at 20 µM | hit rate 0.22% among 360,000 | AID 651560, 2012;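 active = compounds that cut the enzyme signal by at least half of the control window in the single-dose screen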;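 note: plate controls were DMSO wells with enzyme plus substrate for no effect and substrate without enzyme for full effect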
Target sequence (P24666 whole entry, looked up): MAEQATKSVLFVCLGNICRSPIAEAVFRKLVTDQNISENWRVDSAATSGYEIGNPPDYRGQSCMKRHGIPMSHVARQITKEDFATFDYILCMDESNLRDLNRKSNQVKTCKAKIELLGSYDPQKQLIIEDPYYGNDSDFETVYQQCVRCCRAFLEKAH
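Test system: LMPTP-A, protein tyrosine phosphatase of low molecular weight; Input: 0.625 nM enzyme; Incubation: 50 min dark incubation at room temperature; Signal: endpoint fluorescence intensity from OMFP dephosphorylation; Read-out basis: % inhibition versus control wells.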
SUMO1-SIM PPI = modulators of SUMO1 protein-protein interactions, primary screen, biochemical, uHTS; SUMO1 binding to a labelled peptide, TR-FRET, 1 h; inhibition, % at 20 µM; hit rate 0.33% among 360,000; in the data active = inhibition above about 37%
Target sequence (P63165 whole entry, looked up): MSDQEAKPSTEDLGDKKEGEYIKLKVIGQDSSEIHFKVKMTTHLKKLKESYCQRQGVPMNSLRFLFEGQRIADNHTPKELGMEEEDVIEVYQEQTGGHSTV
Scp-1 inhibitor = Scp-1 phosphatase inhibitors, primary screen, biochemical, colorimetric, uHTS. Carboxy-terminal domain RNA polymerase II polypeptide A small phosphatase 1 (Homo …. Recombinant Scp1, phosphopeptide, malachite green phosphate absorbance. inhibition, % at 20 µM. hit rate 0.88% among 340,000. AID 493091, 2011;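 active = inhibition above about 50% at 20 µM, limit read from the data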;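 note: plate controls were DMSO wells with enzyme for no effect and wells lacking enzyme for full effect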
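Material: truncated SCP-1 phosphatase (76-261aa) / Buffer or medium: 50 mM Tris acetate pH 5.5, 0.005% Tween-20, 10 mM MgCl2 / Compound dosing: one concentration, 20 µM, with 1.0% DMSO / Incubation: 45 min room-temperature reaction, 5 min colour, 30 min stabiliser / Detection: colorimetric free-phosphate detection, absorbance 630 nm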
* marks the source's active call; other numbers are inactive results; i = inactive; . = not tested or not shown. This is a random part of the collection. Share with any hit: about 3.6%.

SMILES	TbMetRS inhib	CSN deneddyl inh	NadD block	MLLE-PAM2 inh	Rpn11 inh	STEP inh	DNMT1 inh	LMPTP inh	SUMO1-SIM PPI	Scp-1 inhibitor
C=CCNC(=O)C1CCN(c2c([N+](=O)[O-])cc(C(F)(F)F)cc2[N+](=O)[O-])CC1	-0.2	-3	-6	-6	i	-3	4	-0.8	-25	5
Cc1ccccc1OCC(=O)Nc1ccc(NC(=O)c2ccco2)cc1	-0.1	5	-8	6	i	-2	-3	1.4	4	-7
Cc1cc(=O)[nH]c(CN2CCOCC2)n1	-1.5	-8	3	4	i	-2	-4	0.2	2	5
COc1cc(S(=O)(=O)N2CCn3cccc3C2C)ccc1NC(C)=O (stereo not drawn)	-0.5	4	-3	1	i	5	-5	-0.9	4	-10
CN(C)CCCN(C(=O)c1ccco1)c1nc2ccc(Br)cc2s1	0.1	5	-7	8	i	-2	0	-1.1	-4	-20
CN(C)S(=O)(=O)n1cc(/C=C(\NC(=O)c2ccccc2Cl)C(=O)N2CCOCC2)c2ccccc21	0.4	4	2	-28	i	-2	9	-0.2	-7	-2
CCOc1cc(/C=C2\C(=O)ON=C2c2ccccc2)ccc1OC	-0.3	0	13	22	i	3	3	-0.8	6	-13
Cc1ccc(S(=O)(=O)/N=C2/NC(=O)/C(=C/c3cccnc3)S2)cc1	-0.7	2	7	7	i	0	4	-1.2	13	6
CNC(=O)c1cc(-c2ccc(Cl)cc2)n(-c2ccccc2)n1	-0.7	0	-8	-8	i	-1	1	-1.4	5	-9
CCCc1c2c(cc3c(=O)cc(C(=O)OCC)oc13)CCCC2	-0.3	-4	11	-12	i	6	-3	2.7	0	-14
CC(Sc1nnc(CN2CCCC2)n1Cc1ccccc1)C(=O)Nc1ccc(F)cc1 (stereo not drawn)	-0.5	5	-3	9	i	1	1	0.1	0	-5
CCCCn1c(N)c(N(CC(C)C)C(=O)CCCc2nc3ccccc3c(=O)[nH]2)c(=O)[nH]c1=O	-0.2	4	3	-2	i	1	1	-0.6	-2	-1
COc1ccc(C(CNC(=O)c2cccc(Br)c2)N2CCCC2)cc1 (stereo not drawn)	-0.3	-4	-5	-9	i	2	-5	-0.3	-2	-5
Cc1cc(C(=O)CSc2nnc(-c3ccc(Cl)cc3)n2CC2CCCO2)c(C)n1C (stereo not drawn)	-0.5	-2	-1	-4	i	-1	4	-1.0	3	-2
COc1cccc(C(C)(O)c2nc(-c3ccc4ccccc4c3)cs2)c1 (stereo not drawn)	-0.1	-2	-11	4	i	4	-12	2.8	-4	.
Cc1ccc(C(C)C)c(OCC(=O)NN=C2CCCCCCC2)c1	-0.2	9	3	0	i	0	-6	-0.8	4	-2
CC(=O)N/C(=C/c1ccc2c(c1)OCO2)C(=O)NCCCO	-0.3	1	4	-2	i	-2	-1	0.0	4	6
COc1ccc(NC(=O)[C@@H]2CC=C[C@@H]3CCN(Cc4ccc(Cl)c(Cl)c4)C(=O)[C@@H]32)cc1	-0.1	-3	6	-3	i	2	-32	4.8	3	12
Cc1ccc(NC(=O)[C@H](C)NC(=O)C2CCN(C(=O)[C@@H](NC(=O)OC(C)(C)C)C(C)C)CC2)cc1	-1.1	5	-2	-8	i	-1	1	-0.8	-3	-3
Cc1ccccc1NC(=O)Cn1nnc2c(cnn2-c2ccc(F)cc2)c1=O	-2.0	0	1	-15	i	0	12	-1.3	-5	-1
O=C1C=C(O)CC(c2ccc(Cl)cc2)C1 (stereo not drawn)	0.4	-2	10	6	i	4	3	0.0	3	-3
CCc1nc(N)c(C#N)c(-c2cccnc2)c1C	0.6	2	-5	7	i	-1	3	-2.1	3	-5
COc1nc(-c2ccc(Cl)cc2Cl)nc2ccccc12	-0.4	1	-5	-2	i	4	2	1.5	2	-2
O=c1oc2ccccc2c(Nc2cc3ccccc3cc2O)c1[N+](=O)[O-]	-0.2	-5	6	-8	i	-1	-27	4.0	-5	3
CC(NC(=O)c1ccccc1F)C1CC1 (stereo not drawn)	-0.5	-3	-5	6	i	-2	1	-2.3	7	-7

Part of the list above, limited to NadD block.
SMILES | NadD block
CCOc1cc(/C=C2\C(=O)ON=C2c2ccccc2)ccc1OC | 13
Cc1ccc(S(=O)(=O)/N=C2/NC(=O)/C(=C/c3cccnc3)S2)cc1 | 7
CNC(=O)c1cc(-c2ccc(Cl)cc2)n(-c2ccccc2)n1 | -8
CCCc1c2c(cc3c(=O)cc(C(=O)OCC)oc13)CCCC2 | 11
CC(Sc1nnc(CN2CCCC2)n1Cc1ccccc1)C(=O)Nc1ccc(F)cc1 (stereo not drawn) | -3
CCCCn1c(N)c(N(CC(C)C)C(=O)CCCc2nc3ccccc3c(=O)[nH]2)c(=O)[nH]c1=O | 3

A few values from the list:
`Cc1ccc(C(C)C)c(OCC(=O)NN=C2CCCCCCC2)c1` @ TbMetRS inhib: -0.2
`CCOc1cc(/C=C2\C(=O)ON=C2c2ccccc2)ccc1OC` @ DNMT1 inh: 3

(next part)
SMILES	TbMetRS inhib	CSN deneddyl inh	NadD block	MLLE-PAM2 inh	Rpn11 inh	STEP inh	DNMT1 inh	LMPTP inh	SUMO1-SIM PPI	Scp-1 inhibitor
Cc1cc2oc(=O)cc(CN(C)Cc3ccccc3)c2cc1C(C)C	-0.9	1	-1	3	i	5	-1	2.7	-1	-12
CC1CCCCC1NC(=O)CSc1nnc(CC(=O)Nc2ccccc2F)n1C (stereo not drawn)	-0.6	2	-1	17	i	-1	4	-1.4	1	-6
CCC1Oc2ccc(C)cc2N(CC(=O)N2CCN(c3ccc(F)cc3)CC2)C1=O (stereo not drawn)	0.0	6	-5	2	i	4	-2	0.9	6	-6
CN(C)c1nc(Nc2ccc(F)cc2)nc(Oc2ccc(F)cc2)n1	-0.3	1	-5	-14	i	3	4	2.5	1	1
COc1ccc(NC2CCCN(C(=O)CCc3ccccc3F)C2)cc1 (stereo not drawn)	0.2	-4	-1	9	i	4	0	-1.7	4	-7
CCOc1ncnc2c1oc1nc(CC(C)C)c3c(c12)CC(C)(C)OC3	-0.4	2	-5	-7	i	1	-2	0.5	4	19
C[C@H]1CN(S(=O)C(C)(C)C)[C@H](CCO)/C1=C\c1ccccc1 (stereo partly drawn)	0.2	0	-1	-1	i	-3	7	-2.1	0	8
CSc1ccc(CN2CCCC(CO)(Cc3ccccc3)C2)cc1 (stereo not drawn)	-0.2	3	-7	12	i	-4	1	-0.1	-4	-8
Nc1nonc1-n1nnc(C(=O)N/N=C/c2ccc(Cl)cc2Cl)c1CN1CCOCC1	-0.3	0	5	-6	i	-2	2	0.0	0	-6
O=C(O)CCNS(=O)(=O)c1cccc(Br)c1	-0.3	0	-8	-1	i	-3	1	-2.3	-2	-16
O=C1c2ccccc2-c2cccc(C(=O)N3CCCCCC3)c21	-1.9	-17	6	16	i	0	-6	0.5	-21	5
O=C(Nc1c2c(nn1-c1ccccc1)CS(=O)(=O)C2)C1CCCC1	-0.7	5	-2	-1	i	1	2	-1.3	2	7
COC(=O)C[C@@H]1C[C@@H]2c3cc(NS(=O)(=O)c4ccc(F)cc4)ccc3O[C@@H]2[C@@H](CO)O1	-1.5	-6	-3	7	i	-3	5	-1.2	2	.
COC(=O)C1=C(C)NC2=C(C(=O)c3ccccc32)C1c1cccc(OC)c1 (stereo not drawn)	0.0	103	-13	0	i	2	5	0.9	-14	-8
CCN1CCN(C(=O)c2cc(-c3ccc(Cl)s3)nc3ccccc23)CC1	-0.5	2	-12	-14	i	-1	0	1.6	-8	-2
COc1ccc(NC(C)=O)cc1NC(=O)C1CCN(C(=O)Nc2ccccc2)CC1	-0.2	-3	1	-12	i	-3	-9	-1.8	-1	-8
O=C(C(=O)N1CCN(c2ccccc2F)CC1)c1cn(CC(=O)N2CCCC2)c2ccccc12	0.1	-2	4	-9	i	-2	-1	2.1	3	.
O=C(NCc1ccccn1)c1c(Cl)cccc1Cl	-0.8	1	1	4	i	1	3	0.5	0	-6
Cc1ccc2nc(C)c(C(=O)N/N=C/c3ccco3)cc2c1	-0.4	-2	1	2	i	0	0	-0.2	-4	-6
CC(=O)NC12CC3CC(C1)CC(C(=O)OCC(=O)Nc1c(F)cccc1F)(C3)C2	-0.4	1	1	-5	i	-4	0	-0.6	-4	7
CC(=O)Nc1c(F)c(F)c(F)c(F)c1F	-0.5	1	4	1	i	-1	3	0.9	-1	-3
COc1ccc(CN(C)CCc2ccccn2)cc1OC	-0.4	2	-6	8	i	-8	2	-1.7	-2	-5
